AmpC inh detg = blocks E. coli AmpC beta-lactamase in detergent assay; AmpC hydrolysis of nitrocefin, absorbance 480 nm, 0.01% Triton; Potency, µM (series often up to 114 µM), without a hit: at the highest dose activity change, negative = inhibition, most hits filed as inhibitors; 0.041% of 370,000 active;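 also: potency is read from the fitted curve at half-maximal effect; 0% = no-compound wells and -100% = no-enzyme wells; nearly all actives have a fitted effect of over 25% in size; some results filed as inactive show a strong effect at the top dose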
Target sequence (P00811 whole entry, looked up): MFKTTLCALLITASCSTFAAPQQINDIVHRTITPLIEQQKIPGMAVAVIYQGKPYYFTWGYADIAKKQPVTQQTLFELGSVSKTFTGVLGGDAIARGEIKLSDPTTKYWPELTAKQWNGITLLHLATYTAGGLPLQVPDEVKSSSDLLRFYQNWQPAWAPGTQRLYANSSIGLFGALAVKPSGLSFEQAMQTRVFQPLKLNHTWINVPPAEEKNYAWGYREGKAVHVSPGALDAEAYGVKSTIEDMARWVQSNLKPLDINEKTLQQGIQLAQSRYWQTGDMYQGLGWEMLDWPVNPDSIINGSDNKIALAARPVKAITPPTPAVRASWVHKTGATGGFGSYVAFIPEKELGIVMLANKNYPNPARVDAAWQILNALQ
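20 mM phosphate pH 7.0 + 0.01% (detergent screen) or 0.0001% Triton X-100; 5.3 nM AmpC reagent; cpd preinc 15 min RT; nitrocefin (800 uM stock) to start; A480 q20 s × 4 min; Activity was normalised to no-enzyme and no-compound control wells.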
AMA1-RON2 inh = disrupts binding of P. falciparum AMA1 to RON2; Potency, µM (series often up to 58.2 µM), inactives show at the highest dose activity change, negative = inhibition, usual class: inhibitors; 0.2% of 360,000 active; AlphaScreen AMA1-biotinylated RON2 peptide binding; AID 720542;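 also: potency is read from the fitted curve at half-maximal effect; 0% = vehicle wells and -100% = peptide control; nearly all actives have a fitted effect of over 45% in size; some results filed as inactive show a strong effect at the top dose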
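AMA1 (3D7) with his tag at 25 nM final met compounds first, then biotinylated RON2 peptide at 25 nM; detection used donor plus acceptor beads, 10 µg/mL apiece, read by AlphaScreen after 30 min at room temperature.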
HCV inhibitor = blocks hepatitis C virus; AID 651820; 3.4% of 340,000 active; Huh7.5.1 HCVcc-Cre infection, luciferase reporter, 44 h; Potency, µM (titrated, usually from 41.8 µM), for the others: at the highest dose activity change, negative = inhibition, most hits filed as inhibitors; also: potency is read from the fitted curve at half-maximal effect
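Cells seeded at 1,000/well and cultured 4 h, then compounds added followed by HCVcc-Cre virus (~0.5 moi). After 44 h further culture, luciferase substrate was added, plates held 15 min at room temperature, and luminescence read for 15 sec.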
Giardia FBPA inh = blocks Giardia fructose-bisphosphate aldolase activity. 0.71% of 290,000 active. purified Giardia FBPA. A8B2U2. Potency, µM (series often up to 59.6 µM), for inactives: top-dose activity, negative = inhibition, hits mostly inhibitors; also: potency is read from the fitted curve at half-maximal effect; nearly all actives have a fitted effect of over 55% in size
Target sequence (A8B2U2 whole entry, looked up): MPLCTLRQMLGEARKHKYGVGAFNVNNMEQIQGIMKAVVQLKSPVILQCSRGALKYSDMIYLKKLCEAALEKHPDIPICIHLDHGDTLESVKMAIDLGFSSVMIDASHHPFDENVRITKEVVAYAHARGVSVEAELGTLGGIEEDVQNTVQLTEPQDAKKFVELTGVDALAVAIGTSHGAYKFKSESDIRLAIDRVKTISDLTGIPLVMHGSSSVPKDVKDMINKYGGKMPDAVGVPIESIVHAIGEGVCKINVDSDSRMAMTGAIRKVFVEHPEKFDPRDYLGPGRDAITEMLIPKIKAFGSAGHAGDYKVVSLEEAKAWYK
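40 nM FBPA preincubated 10 min at RT with compound (up to 57.5 uM final), then substrate plus GAPDH/TPI/NAD/arsenate coupling and diaphorase/resazurin added. Fluorescence read after 20 min at RT, 525/598 nm.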
HCMV inh = human cytomegalovirus inhibition; activity change, negative = inhibition, % at 57.5 µM; HFF cells, HCMV-luciferase reporter, 72 h; hits give low values; AID 1259415; 4.5% of 410,000 active; in the data active = activity change below about -60%; inconclusive = no clear call, values can overlap the other calls; inactive = above about -39%
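Cell-based, HFFs, 1000 cells/well, 16 h 37C; cpds in DMSO + HCMV-luc, MOI 1 PFU/cell; 72 h 37C; OneGlo luminescence after 5 min RT; norm. to buffer vs Salinomycin 10uM.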
Sm TGR inh = S. mansoni TGR enzyme inhibition | Q962Y6 | purified TGR, DTNB reduction, TNB absorbance 405 nm | Potency, µM (top dose mostly 114 µM), inactives show at the highest dose activity change, negative = inhibition, actives largely listed as inhibitors | 3% of 360,000 active; also: potency is read from the fitted curve at half-maximal effect; nearly all actives have a fitted effect of over 60% in size
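Kinetic colorimetric format: TGR-catalysed, NADPH-driven DTNB reduction monitored via TNB absorbance. Enzyme dispensed at 20 nM; compound exposure 15 min at room temperature before reaction start.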
* = called active by the depositor; ? = inconclusive; . = no result given; & = joins results of further samples; [ ] = remark or other dose. Unless noted, calls follow the shape of the dose curve; as a rule, active = well fitted curve in the direction sought with a large enough effect; inconclusive = small, poorly fitted or top-dose-only effect, or another doubt; inactive = no such curve, though single readings can be large; an effect the other way counts as inactive or inconclusive. Unless noted, % is scaled to controls: 0 for no effect and ±100 for the full control effect.

SMILES	AmpC inh detg	AMA1-RON2 inh	HCV inhibitor	Giardia FBPA inh	HCMV inh	Sm TGR inh
O=C(COc1ccc(Cl)cc1)N(Cc1ccco1)Cc1ccco1	-7%	.	.	.	-22	-16%
COc1ccc(C(=O)Oc2ccc3ccc(=O)oc3c2)cc1OC	-12%	6%	-15%	4%	91	-13%
CC(=O)Nc1ccc(S(=O)(=O)N(C)CC(=O)OCC(=O)N2CCCCCC2)cc1	?	-6%	13%	-1%	?	6%
COc1ccc(CCNC(=O)C2CC(=O)N(c3ccc(C)cc3)C2)cc1OC (configuration not stated)	-1%	10%	6%	-16%	7	3%
O=C(c1cncc(Br)c1)N1CCN(S(=O)(=O)c2ccccc2C(F)(F)F)CC1	-7%	12%	22%	2%	-12	-18%
COc1ccc(C2SCC(=O)Nc3c2c(C)nn3C2CCOC(C)(C)C2)cc1 (configuration not stated)	3%	1%	20%	-2%	-17	0%
O=C(c1c(F)cccc1F)N1CCN(c2ncccn2)CC1	1%	-3%	14%	1%	16	0%
COc1ccc(/C=N/n2c(C)nc3sc(C)c(C)c3c2=O)cc1OC	0%	26%	5%	5%	-10	6%[57.1 µM]
CCOC(=O)COc1c(C=O)cc(Br)cc1OC	?	4%	8%	-3%	-14	2%
Cc1ccc(S(=O)(=O)N(C)Cc2ccc(C(=O)N/N=C3\CCCC(=O)C3)cc2)cc1	-5%	42%[activator]	?	3%	-38	-12%
COc1cccc(C(=O)NCCCNC(=O)c2cccc(OC)c2)c1	-14%	2%	11%	0%	-4	-6%
COc1ccc(CNc2ncccc2[N+](=O)[O-])cc1	4%	-5%	3%	13%	64	-7%
CCOC(=O)c1[nH]c2ccccc2c1NC(=O)c1ccc(OC(C)C)cc1	6%	.	.	.	29	-1%
CC(=O)Nc1c(Br)cc2c(c1Br)C(=O)c1ccccc1-2	.	14%	-25%	.	26	.
Cc1ccc(-c2nc(-c3cccnc3)sc2CC(=O)Nc2ccc(C)c(Cl)c2)cc1	3%	26%	?	1%	?	4%
Cc1c(CN2CCC(CO)(CCOc3ccccc3)CC2)[nH]c2c(Cl)cccc12	2%	-12%	14µM*	0%	-25	4%[57.1 µM]
Cc1cc(C)cc(C(=O)N2CCN(Cc3ccc4c(c3)OCO4)CC2)c1	-11%	-2%	-29%	4%	-2	-10%
COc1ccc(N2CCN(CC(=O)Nc3ncc(C)s3)CC2)cc1	0%	-4%	-19%	-3%	-18	4%
Cc1nc(-c2ccc(Cl)cc2)sc1CCNC(=O)C(=O)Nc1ccc(F)cc1F	?	.	.	.	47	17%
COc1cc(CNn2nnnc2N)ccc1OCc1c(Cl)cccc1Cl	3%	-8%	?	0%	?	-8%
Cc1ccc(/C=C2\SC(=S)N(CCC(=O)NNC(=O)c3ccc(O)cc3)C2=O)cc1	-4%	122%[activator]	?	17%	-25	-12%
NC(=S)NC(c1ccccc1)c1ccncc1 (configuration not stated)	.	16%	5%	.	44	.
Cc1ccc(-n2c(C)cc(/C=N/NC(=O)c3ccncc3)c2C)cc1	1%	14%	?	-22%	-39	9%
CC(=O)Nc1cccc(OC(=O)c2ccoc2C)c1	-7%	-3%	17%	?	-2	0%
O=C(NCc1ccco1)c1cc(NS(=O)(=O)c2cccc([N+](=O)[O-])c2)ccc1O	4%	-24%	6%	14%	-25	?
O=C(Cn1c(=O)n(CC2CCCO2)c(=O)c2ccccc21)Nc1cccc(Cl)c1 (configuration not stated)	14%	.	.	.	-4	5%
CS(=O)(=O)N(Cc1ccccc1)c1ccc(C(=O)N2CCc3ccccc3C2)cc1	0%	-6%	-17%	-6%	38	-21%
CO/N=C(/CS(=O)(=O)c1ccc(Br)cc1)c1ccc(OC)cc1	2%	19%	-25%	-13%	15	0%
COc1ccc(N2C(=O)C(F)(F)C2c2ccccc2F)cc1 (configuration not stated)	4%	37%[activator]	9%	11%	55	9%
CCOC(=O)CSc1c(-c2ccc(Cl)cc2)[nH]c2ccccc12	-13%	12%	?	-10%	0	-4%

Molecules shown so far that contain four or more nitrogen atoms, in the order listed:
SMILES	AmpC inh detg	AMA1-RON2 inh	HCV inhibitor	Giardia FBPA inh	HCMV inh	Sm TGR inh
O=C(c1c(F)cccc1F)N1CCN(c2ncccn2)CC1	1%	-3%	14%	1%	16	0%
COc1ccc(N2CCN(CC(=O)Nc3ncc(C)s3)CC2)cc1	0%	-4%	-19%	-3%	-18	4%
COc1cc(CNn2nnnc2N)ccc1OCc1c(Cl)cccc1Cl	3%	-8%	?	0%	?	-8%
Cc1ccc(-n2c(C)cc(/C=N/NC(=O)c3ccncc3)c2C)cc1	1%	14%	?	-22%	-39	9%

Continued.
SMILES	AmpC inh detg	AMA1-RON2 inh	HCV inhibitor	Giardia FBPA inh	HCMV inh	Sm TGR inh
CC1CCCCN1C(=S)NC(=O)c1ccccc1 (configuration not stated)	6%	18%	25%	.	-14	-29%
CC(C)=C1C(=O)NN(c2ccc(F)c(Cl)c2)C1=O	-10%	-5%	.	4%	-10	-6%
CCc1cc2c(cc3c(=O)n(CC(=O)NC4CCC(C)CC4)ncn32)s1 (configuration not stated)	-1%	.	.	.	-31	5%
O=C(O)CCNC(=O)OCC1c2ccccc2-c2ccccc21	5%	15%	18%	5%	?	-20%
COc1ccccc1/C=C/C=N/NC(=O)c1cccs1	0%	88%[activator]	?	?	-11	2%
O=c1c2ccccc2nnn1CSc1nnc(C2COc3ccccc3O2)n1-c1ccccc1 (configuration not stated)	-11%	13%	-23%	14%	22	0%
CN1CCN(C(=O)Nc2ccccc2CC[N+](=O)[O-])CC1	4%	7%	6%	-9%	3	32µM*
CCOC(=O)Nc1nc(-c2ccccc2)c(C(=O)c2ccc(Cl)cc2)s1	?	12%	?	-1%	-67*	-23%
Cc1nc2cccnc2n1-c1cccc(C(=O)NCc2ccc(OC(C)C)cc2)c1	2%	.	.	.	0	-16%
O=[N+]([O-])c1cccc(CN2CCN(Cc3ccc(Br)cc3)CC2)c1	-10%	?	22µM*	?	-74*	1%
CCOc1ccc(NC(=O)COC(=O)CC2CCCCC2)cc1	?	7%	-15%	.	?	-9%
Cc1cc(OCC(=O)N2CCC(C(=O)NCC(C)C)CC2)c2c3c(c(=O)oc2c1)CCCC3	-8%	-1%	12%	7%	-9	0%
Nc1cc(=O)[nH]c(SCC(=O)Nc2ccc(Br)cc2)n1	-4%	3%	10%&1%	2%	-11	-1%
CCOC(=O)c1cccc(NC(=O)CC2C(=O)N(c3ccc(F)cc3)C(=O)N2Cc2cccc(OC)c2)c1 (configuration not stated)	14%	.	.	.	-23	17%
COc1ccc(N(CC(=O)NC2CCCCC2)S(=O)(=O)c2cccs2)cc1	.	0%	-8%	.	-11	.
O=C(Cc1ccc(F)cc1)N(c1ccc(F)cc1)C1C=CS(=O)(=O)C1 (configuration not stated)	-1%	10%	8%	3%	?	-10%
COC(=O)c1ccc(C(=O)OC)c(NC(=O)CSCc2ccc(Br)cc2)c1	-1%	-4%	?	-1%	86	3%
COc1cccc(CNC(=O)C(=O)NCCC2CCCCN2S(=O)(=O)c2ccc(C)cc2)c1 (configuration not stated)	0%	-8%	?	.	17	-3%
COc1ccc(C(O)(CCc2ccccc2)CCN2CCCCC2)cc1 (configuration not stated)	10%	1%	32µM*	-2%	-29	2.8µM*
CN(Cc1c(C(=O)N/N=C/c2cccc(Cl)c2)nnn1-c1nonc1N)c1ccccc1	5%	-11%	-21%	-11%	-13	-2%
COc1ccc(/C=C\c2onc(C)c2S(=O)(=O)N2CCC(C(=O)Nc3ccccc3OC)CC2)cc1	2%	.	.	.	-28	-7%
COc1ccc2c(c1)OC[C@H]1[C@H]2N2C(=O)c3cc(F)ccc3NC(=O)[C@@]2(C)[C@H]1c1ccccc1	.	-6%	11µM*	.	0	.
Cc1ccc2nc(-c3cc(N)cc(N)c3)oc2c1	-3%	54%[activator]	-10%	-13%	22	50µM*
Cc1ccc(-n2ncc(C(=O)NCc3ccc4c(c3)OCO4)c2C2CCN(C(=O)OC(C)(C)C)CC2)c(C)c1	12%	.	.	.	?	0%
CC(C)C1C(C#N)=C(N)Oc2n[nH]c(-c3ccccc3)c21 (configuration not stated)	-1%	-4%	-3%&7%	-8%	1	-1%
COc1cccc(-n2cnnc2SCC(=O)NC2CC2)c1	-8%	2%	-3%	.	-18	-24%
CC(=O)c1cccc(NC(=O)CSCc2ccccc2)c1	-8%	5%	-21%	3%	-16	-30%
COc1ccccc1CNS(=O)(=O)c1ccc(-c2cc(C(F)(F)F)on2)s1	1%	.	.	.	-30	17%
CCOC(=O)N1CCC(NC(=O)c2ccc3c(c2)N(Cc2ccc(Cl)cc2)C(=O)c2ccccc2S3=O)CC1 (configuration not stated)	13%	.	.	.	-82*	1%
Cc1ccccc1NC(=O)c1sc2nc(N3CCOCC3)c3c(c2c1N)CC(C)(C)OC3	-6%	.	.	.	17	3%

Random excerpt: two compounds from above
SMILES	AmpC inh detg	AMA1-RON2 inh	HCV inhibitor	Giardia FBPA inh	HCMV inh	Sm TGR inh
COc1ccc2c(c1)OC[C@H]1[C@H]2N2C(=O)c3cc(F)ccc3NC(=O)[C@@]2(C)[C@H]1c1ccccc1	.	-6%	11µM*	.	0	.
O=C(Cn1c(=O)n(CC2CCCO2)c(=O)c2ccccc21)Nc1cccc(Cl)c1 (configuration not stated)	14%	.	.	.	-4	5%

(listing goes on)
SMILES	AmpC inh detg	AMA1-RON2 inh	HCV inhibitor	Giardia FBPA inh	HCMV inh	Sm TGR inh
Cc1ccc(N2CCN(C(=O)c3noc4c3COc3ccc(C)cc3-4)CC2)c(C)c1	-5%	.	.	.	-6	-12%
Cc1cccc(C)c1NC(=O)CN(C)C(=O)CSC(=S)N1CCCC1	0%	32%[activator]	-19%	.	?	-5%
O=C(Nc1ncc(Cc2ccc(F)cc2)s1)c1ccc2c(c1)CC(c1ccccc1)OC2=O (configuration not stated)	17%	.	.	.	1	13%
CCCN(CC(=O)Nc1ccccc1OC)C(=O)CCC(=O)c1ccc(Cl)s1	2%	12%	-22%	.	46	-14%
CCOc1cc(C=O)ccc1OCCCN1C(=O)NC(C)(C)C1=O	?	-9%	24%	5%	-22	8%
O=C(NCCCl)Nc1cccnc1Cl	1%	-15%	9%	3%	-27	1%
Cc1ccc(/C=C/c2nc3ccccc3[nH]2)o1	1%	2%	13%	?	110	3.5µM*
COc1ccc(-c2cc(C(=O)Oc3ccc(C)cc3)c3cc(C)ccc3n2)cc1	17%	.	.	.	-23	0%
CN(CC(=O)Nc1cccc(Cl)c1)S(=O)(=O)c1ccc2[nH]c(=O)oc2c1	-9%	5%	15%	-18%	-9	2%
CCOC(=O)c1ccc2c(c1)N(Cc1ccccc1)C(=O)c1ccccc1S2	-1%	.	.	.	-18	0%
Cc1scc(C(=O)N/N=C/c2ccc(OC(C)C)cc2)c1C	-12%	0%	-16%	-14%	9	9%
O=C(CSc1nccn1-c1ccccc1)NCc1ccc(F)cc1	0%	-15%	-7%	-1%	-24	17%
CCOc1cc(N2CCOCC2)c(OCC)cc1NC(=O)c1ccc(S(=O)(=O)N(C)C)cc1	-5%	-4%	-2%	?	-14	-9%
C=C(C)CSc1nc2ccccc2[nH]1	2%	6%[2.32 µM]	-11%	-15%	-10	1%
CCN(CC)CCn1c(SCC(=O)NCCC2=CCCCC2)nc2c(sc3ccccc32)c1=O	-2%	5%	?	11%	?	-2%

Screening results (PubChem BioAssay)
